Screens deposited in PubChem BioAssay by National Center for Advancing Translational Sciences (NCATS).
uPA generation – qHTS for Inhibitors of Cell Surface uPA Generation; 330,000 tested, 0.31% active; cell surface uPA generation assay, qHTS; Potency, µM (top dose mostly 38.3 µM), for the others: at the top dose activity change, negative = inhibition, hits mostly inhibitors; active = well fitted inhibition curve with a large enough effect; inconclusive = small, poorly fitted or top-dose-only effect; inactive = no such curve, though single readings can be large or run the other way; tested in mouse RAW 264.7 cells; note: % is set by controls: 0 for no effect and ±100 for the full control effect; nearly all actives have a fitted effect of over 55% in size
Rab9 promoter act – qHTS Assay for Rab9 Promoter Activators; AID 485297, 2010; Huh7 Rab9 promoter-luciferase reporter, luminescence, 24 h; 320,000 tested, 2.8% active; Potency, µM (highest dose often 9.22 µM), for inactives: top-dose activation, negative = inhibition, most hits filed as activators; note: % of control where 0% means no effect; nearly all actives have a fitted effect of over 60% in size
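Quantitative HTS format; Huh7 Rab9-luciferase reporter cells (1500/well) receive compound 2 h post-plating, incubate 24 h at 37 °C, then get luciferase reagent for 10 min before luminescence reading.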
BRCA1 expr up – qHTS Assay to Identify Small Molecule Activators of BRCA1 Expression | 380,000 tested, 1.1% active | MCF7-BRCA1-FFLuc reporter, luminescence, 48 h; response scale: scaled: vehicle 0%, 10 µM genistein 100% | Potency, µM (titrated, usually from 46.1 µM), without a hit: at the top dose activation, most hits filed as activators; note: nearly all actives have a fitted effect of over 80% in size; some results filed as inactive show a strong effect at the top dose
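First, MCF7-BRCA1-FFLuc cells (2000/well) attach for 2 h; next, compounds are pin-added and incubated 48 h at 37 °C; finally, luciferase reagent is added and luminescence read after 15 min.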
FLuc counter – qHTS profiling assay for firefly luciferase inhibitor/activator using purifed enzyme and Km concentrations of substrates (counterscreen for miR-21 project). AID 588342, 2011. Potency, µM (series often up to 57.5 µM), for the others: top-dose activity change, negative = inhibition, most hits filed as inhibitors. purified FLuc, Km substrates, luminescence inhibition. 360,000 tested, 6.9% active. Luciferin 4-monooxygenase (Photinus pyralis), P08659;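 note: plate controls were vehicle for no effect and reference inhibitor for full effect; nearly all actives have a fitted effect of over 55% in size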
Target sequence (P08659 whole entry, looked up): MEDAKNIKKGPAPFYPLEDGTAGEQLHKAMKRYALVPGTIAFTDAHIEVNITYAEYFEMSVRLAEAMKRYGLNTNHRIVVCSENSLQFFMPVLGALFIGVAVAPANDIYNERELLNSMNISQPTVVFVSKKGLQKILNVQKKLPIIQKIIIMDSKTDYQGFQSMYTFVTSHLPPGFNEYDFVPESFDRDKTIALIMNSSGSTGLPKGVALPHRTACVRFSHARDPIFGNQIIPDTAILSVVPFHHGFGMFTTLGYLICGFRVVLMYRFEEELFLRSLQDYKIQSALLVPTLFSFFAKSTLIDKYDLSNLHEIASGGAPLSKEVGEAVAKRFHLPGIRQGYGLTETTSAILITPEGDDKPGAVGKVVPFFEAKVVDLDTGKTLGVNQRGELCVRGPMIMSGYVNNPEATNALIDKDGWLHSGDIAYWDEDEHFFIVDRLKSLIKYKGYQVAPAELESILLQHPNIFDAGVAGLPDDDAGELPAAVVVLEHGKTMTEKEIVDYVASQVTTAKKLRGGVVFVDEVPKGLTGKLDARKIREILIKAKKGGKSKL
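Biochemical qHTS of compounds, final roughly 60 µM downward over six points, against 10 nM purified firefly luciferase using Km concentrations of substrates (10 uM D-luciferin, 10 uM ATP) in Tris acetate pH 7.5 buffer; luminescence output.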
NPC1 promoter act – qHTS Assay for NPC1 Promoter Activators. 320,000 tested, 2.4% active. Potency, µM (series often up to 9.22 µM), for the others: at the highest dose activation, usual class: activators. Huh7 NPC1 promoter luciferase reporter, 24 h;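 note: % of control where 0% means no effect; nearly all actives have a fitted effect of over 60% in size; reporter is driven by a mutant NPC1 promoter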
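Huh7 reporter cells (NPC1 promoter driving luciferase) are dosed with compound for 24 h at 37 °C, 5% CO2; luciferase detection reagent is then added and luminescence measured after 10 min at ambient temperature.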
RORg inh – qHTS for inhibitors of ROR gamma transcriptional activity; Drosophila S2 Gal4-RORgamma UAS-luciferase reporter, 20 h; Potency, µM (highest dose often 53.6 µM), without a hit: top-dose activity change, negative = inhibition, hits mostly inhibitors; 310,000 tested, 5.4% active; AID 2551, 2010; note: % is set by controls: 0 for no effect and ±100 for the full control effect; nearly all actives have a fitted effect of over 60% in size
Target sequence (P51450 whole entry, looked up, the tested form may be a part): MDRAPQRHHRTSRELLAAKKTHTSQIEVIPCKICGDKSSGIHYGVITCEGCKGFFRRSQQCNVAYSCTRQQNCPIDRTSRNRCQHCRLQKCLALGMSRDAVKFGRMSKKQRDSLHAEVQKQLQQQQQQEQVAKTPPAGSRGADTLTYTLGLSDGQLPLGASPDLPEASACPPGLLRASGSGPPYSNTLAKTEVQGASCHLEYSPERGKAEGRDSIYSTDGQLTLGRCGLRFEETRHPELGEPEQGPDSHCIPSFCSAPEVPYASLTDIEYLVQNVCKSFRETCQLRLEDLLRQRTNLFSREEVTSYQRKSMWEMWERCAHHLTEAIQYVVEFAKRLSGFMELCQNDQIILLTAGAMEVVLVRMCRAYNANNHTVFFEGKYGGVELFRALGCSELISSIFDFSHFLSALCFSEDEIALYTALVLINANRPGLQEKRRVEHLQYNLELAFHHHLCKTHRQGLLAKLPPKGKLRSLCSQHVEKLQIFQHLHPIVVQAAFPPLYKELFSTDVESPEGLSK
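Using a luciferase readout, inhibitors were identified by reduced reporter activity in Drosophila cells coexpressing a copper-inducible Gal4–ROR gamma fusion and UAS-driven Photinus luciferase, incubated 20 hr after 700 uM copper sulfate.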
MBNL1 CUG block – qHTS Assay for Inhibitors of MBNL1-poly(CUG) RNA binding | Potency, µM (doses to about 57.5 µM), for inactives: at the highest dose activity change, negative = inhibition, usual class: inhibitors | 280,000 tested, 0.036% active | Muscleblind-like protein 1 (Homo sapiens), Q9NR56 | TR-FRET MBNL1-His/biotin-(CUG)12 binding, 665/545 ratio; active = well fitted inhibition curve with a large enough effect in the signal ratio, with a control signal flat, not every such curve was filed as active; inconclusive = small, poorly fitted or top-dose-only effect, or effect the other way, or a change in a side signal; inactive = no such curve, though single readings can be large or run the other way; the % refers to the signal ratio; note: % is set by controls: 0 for no effect and ±100 for the full control effect
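Compounds (final 92 nM to 58 uM) are added to His-tagged MBNL1 and biotin-(CUG)12, then terbium anti-His antibody and streptavidin-XL665 (5 nM final). After 60 min at room temperature, the 665/545 nm ratio is read.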
VP16 counter – VP16 counterscreen qHTS for inhibitors of ROR gamma transcriptional activity; 310,000 tested, 3.5% active; Potency, µM (top dose mostly 53.6 µM), for the others: top-dose activity, negative = inhibition, most hits filed as inhibitors; Drosophila S2 Gal4-VP16 UAS-luciferase, luminescence, 20 h;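 note: Gal4-VP16 expression switched on by copper sulfate through the metallothionein promoter; % is set by controls: 0 for no effect and ±100 for the full control effect; nearly all actives have a fitted effect of over 50% in size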
p53 reactivation – qHTS assay for re-activators of p53 using a Luc reporter; H1299 p53-A138V BP100-luciferase reporter, luminescence, 24 h; Potency, µM (highest dose often 92.2 µM), for the others: top-dose activity change, positive = activation, most hits filed as activators; 320,000 tested, 0.063% active; AID 504706, 2011; note: % of control where 0% means no effect; nearly all actives have a fitted effect of over 45% in size
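p53-null H1299 cells stably carrying temperature-sensitive p53-A138V and a BP100-luciferase reporter were pinned with compounds (4-point, 1:5 series) and held 24 hrs at 37 deg C. Luminescence was read 10 min after detection reagent.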
ELG1 genotoxic – qHTS screen for small molecules that induce genotoxicity in human embryonic kidney (HEK293T) cells expressing luciferase-tagged ELG1. HEK293T ELG1-luciferase reporter, luminescence, 16 h. Potency, µM (top dose mostly 46 µM), for inactives: at the top dose activity change, positive = activation, actives largely listed as activators. 330,000 tested, 1.3% active; note: % of control where 0% means no effect; nearly all actives have a fitted effect of over 60% in size
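Reporter readout depends on ELG1 protein level, which increases with genetic stress. After 16 hr compound exposure at 37 °C, luciferase activity was quantified using ONE-Glo.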
CXXC DNA block – qHTS Fluorescence Polarization Assay for Inhibitors of MLL CXXC domain - DNA interaction; Histone-lysine N-methyltransferase 2A (Homo sapiens), Q03164; MLL-CXXC / FITC-HOXA9 DNA fluorescence polarization; Potency, µM (highest dose often 115 µM), for inactives: at the highest dose activity change, negative = inhibition, actives largely listed as inhibitors; 290,000 tested, 0.037% active; AID 2662, 2010; active = well fitted inhibition curve with a large enough effect in the polarisation, with a control signal flat, not every such curve was filed as active; inconclusive = small, poorly fitted or top-dose-only effect, or effect the other way, or a change in a side signal; inactive = no such curve, though single readings can be large or run the other way; the % refers to the polarisation
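Steps: dispense CXXC domain solution (7 uM) → pin compounds or unlabeled HOX-A9 DNA control → 5 min ambient → add FLSN-HOX-A9 solution (50 nM) → spin → 30 min ambient → fluorescence polarization. Tris pH 7.5/NaCl/DTT/BSA buffer.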
* hit, by the source's call; ? = inconclusive; / = not tested or not shown; [ ] = another dose, or the depositor's remark. Unless noted, calls come from the whole dose curve; as a rule, active = well fitted curve in the direction sought with a large enough effect; inconclusive = small, poorly fitted or top-dose-only effect, or another doubt; inactive = no such curve, though single readings can be large; an effect the other way counts as inactive or inconclusive. Potency is the fitted concentration of half-maximal effect. The list is partial. The share of hits here may be higher or lower than overall.

SMILES	uPA generation	Rab9 promoter act	BRCA1 expr up	FLuc counter	NPC1 promoter act	RORg inh	MBNL1 CUG block	VP16 counter	p53 reactivation	ELG1 genotoxic	CXXC DNA block
CCOc1ccccc1N1CCN(Cc2cnc(-c3ccccc3)[nH]2)CC1	3.2%	-5.2%	-7.5%	2.7%	-8.0%	2.4%	-5.8%	9.3%	-4.9%	-5.5%	-0.7%
COc1ccc(NC(=O)N2CCC(n3cnc4ccccc43)CC2)cc1	0.3%	-7.3%	40.6%	-7.4%	8.3%	29.1%	-25.1%	-2.0%	-2.7%	-1.4%	-6.5%
CCCc1cc(C(=O)OC)c(NC(=O)CCC(=O)O)s1	1.6%	0.3%	2.9%	2.2%	-5.0%	8.3%	0.3%	3.6%[10 µM]	-5.0%	-2.0%	-0.1%
CC(=O)Nc1ccc(SCCCC(=O)c2ccccc2)cc1	2.6%	?	?	23.9µM*	?	40.0%	-5.3%	?	?	?	-2.8%
COC(=O)CNC(c1ccccc1)c1cc(Br)ccc1NS(=O)(=O)c1ccccc1 (stereo not given)	1.7%	-2.1%	-2.8%	2.0%	-1.9%	-44.3%	/	-19.8%	2.3%	-6.5%	1.3%
COc1cc(C(=O)N/N=C/c2ccc3c(c2)c2ccccc2n3C)ccc1O	-12.1%	-0.4%	-83.8%	10.7µM*	-14.8%	17.7%	0.4%	8.9%	-2.1%	-8.7%	4.1%
CCC(C)(C)NC(=O)C(c1ccccc1Cl)N(Cc1cccnc1)C(=O)CCC(=O)Nc1cc(C)on1 (stereo not given)	-13.6%	2.6%	-27.2%	1.3%	1.1%	-2.4%	-4.4%	-3.5%	0.9%	-1.8%	-4.3%
CCN(CC(=O)NCCc1ccc(S(N)(=O)=O)cc1)Cc1nc2ccccc2c(=O)[nH]1	3.2%	-2.4%	-0.2%	1.9%	1.5%	6.31µM*	1.3%	20µM*	-0.4%	4.5%	-7.4%
Brc1ccccc1-c1csnn1	-5.9%	0.5%	4.6%	-0.4%	0.1%	-7.2%	-11.9%	-5.8%	-9.4%	5.2%	2.9%
CCC1(C)NC(=O)N(/N=C/c2ccc(C)s2)C1=O (stereo not given)	0.4%	?	46.8%	?	?	16.1%	8.4%	-12.3%	?	?	-7.9%
CN(Cc1ccc(F)cc1)C(=O)c1cccc(S(=O)(=O)N2CCN(c3ccccc3)CC2)c1	-4.1%	-5.5%	-40.6%	7.9%	-4.3%	/	/	/	-7.4%	-3.2%	/
CC(C)Cn1c(SCC(=O)N2CCN(S(=O)(=O)c3ccccc3)CC2)nc2ccccc21	10.1%	3.2%	-40.5%	-1.6%	23.0%	-6.4%[10 µM]	-8.0%	-15.3%	-1.1%	-18.2%	-12.7%
ClC1(Cl)CC1CSc1ncn[nH]1 (stereo not given)	7.1%	-1.0%	7.6%	-3.0%	-5.2%	22.0%	-6.8%	14.0%	-3.3%	1.0%	0.8%
CC(C(=O)NCC1CCCCC1)N(C)Cc1ccc(Br)cc1 (stereo not given)	1.5%	-0.8%	-11.7%	1.4%	2.1%	0.3%	2.3%	-10.4%	-5.3%	-1.2%	-3.6%
CC(C)OCCCNS(=O)(=O)c1ccc2c(c1)oc(=O)n2C	5.1%	2.3%	3.0%	1.7%	-2.1%	-16.5%	-6.9%	0.6%	-5.6%	-0.3%	7.6%
COCCN(C(=O)CSc1cc(C)c2ccccc2n1)c1c(N)n(CC(C)C)c(=O)[nH]c1=O	-5.1%	-3.5%	-15.2%	4.9%	-2.6%	/	/	/	-5.1%	1.1%	/
Cc1ccc(NC(=O)C2CCCN2S(=O)(=O)c2ccc(-c3ccc(=O)[nH]n3)s2)c(C)c1 (stereo not given)	-3.1%	2.8%	-11.9%	3.2%	-1.6%	13.4%	?	10.1%	-0.9%	1.3%[9.26 µM]	-2.8%
COc1cc(C(=O)O)nc2ccc([N+](=O)[O-])cc12	1.5%	0.4%	0.0%	?	-0.7%	-42.5%	/	-10.3%	0.3%	0.1%	-18.7%
COc1ccccc1NC(=O)CCCC(=O)OC(C)C(=O)c1ccccc1 (stereo not given)	/	2.6%	25.8%	5.3%	3.1%	?	-4.8%	-4.5%	-4.7%	-7.9%	11.5%
CC(C)(C)N(Cc1ccccc1)C(=O)COC(=O)c1cccc([N+](=O)[O-])c1	10.9%	0.2%	-0.5%	0.4%	2.3%	24.9%	?	9.1%	1.6%	-10.6%	10.9%
Cc1ccc(S(=O)(=O)NCCN2CCNC2=O)cc1	0.4%	-9.6%	-0.1%	0.3%	-5.7%	-6.5%	-6.6%	0.0%	-0.6%	1.8%	-5.2%
CCC(C(=O)N1CCOCC1)n1c(C(=O)OC)cc2occc21 (stereo not given)	-7.2%	7.2%	4.7%	5.0%	3.1%	2.0%	-10.2%	-9.5%	0.5%	-2.7%	-0.1%
COC(=O)c1cc(COC(=O)CNC(=O)c2cccc(C)c2)oc1C	6.8%	3.1%	2.3%	0.3%	-0.6%	/	/	/	3.4%	-1.5%	/
O=C(CCc1nc2ccccc2c(=O)[nH]1)N1CCN(S(=O)(=O)c2ccccc2Br)CC1	-5.5%	-1.8%	-39.2%	4.4%	-2.2%	/	/	/	-6.7%	29.0%	/
CNc1c([N+](=O)[O-])cnn1-c1ccc(F)cc1	-7.7%	-2.0%	-11.2%	-2.2%	-14.8%	-8.1%	23.1%	-13.0%[10 µM]	-2.7%	1.9%	9.5%
O=C(CNC(=O)c1ccco1)OCc1ccc(Cl)cc1	6.6%	-4.5%	-5.2%	?	-0.9%	-1.3%	2.7%	-11.2%	-8.8%	1.4%	2.2%
Nc1nnnn1/N=C/c1cccc(Br)c1	-0.9%	5.2%	14.9%	-1.0%	-6.3%	6.5%	17.0%	-12.3%	-8.5%	1.5%	-0.2%
Cc1ccc(NC(=O)c2cc(C)nc3ccccc23)c(C)c1	28.8%	0.0%	-10.2%	1.2%	-4.7%	1.5%	-3.1%	-1.1%	11.9%	-3.3%	-8.7%
C=CCc1ccc(OCC(O)CN2CCc3ccccc3C2)c(OC)c1 (stereo not given)	7.5%	0.6%	4.4%	-19.8%	-1.2%	-15.1%	-1.4%	-7.2%	-8.3%	-4.0%	0.7%
O=C1OC(CC(=O)N(Cc2nnc(-c3ccc(Cl)cc3)o2)C2CC2)c2ccccc21 (stereo not given)	12.0%	-1.0%	3.7%	-5.6%	0.3%	/	/	/	-1.8%	1.3%	/
Cc1ccc(CNC(=O)C2CC(=O)N(CCC(C)C)C2)cc1 (stereo not given)	-8.3%	-1.6%	2.0%	3.2%	-4.6%	0.8%	-7.8%	4.0%	-2.3%	-6.7%	-8.8%
CN1C(=O)/C(=C\c2cc(N=Nc3ccccc3)ccc2O)SC1=S	2.8%	11.4%	-31.8%	?	-0.8%	-38.9%	8.6%	-21.0%	3.9%	-12.7%	-7.6%
COc1ccc(C2=NOC(C(=O)NCc3ccccn3)C2)cc1OC (stereo not given)	-6.5%	-7.3%	5.6%	1.2%	-2.9%	0.6%	0.7%	2.7%	-1.3%	3.4%	0.5%
CCC(NC(=O)NCc1cccnc1)(C(F)(F)F)C(F)(F)F	3.4%	-3.9%	2.7%	-0.6%	-2.1%	?	9.9%	-3.5%	2.5%	-0.2%	5.4%
Cc1cccc(NC(=S)NCc2cccs2)c1	-2.0%	14.0%	3.2%	-7.4%	5.2%	6.31µM*	-9.5%	?	-2.0%	-1.3%	2.2%
COc1ccc(N2C(=O)C3CCCN3C2c2cccc(F)c2)cc1Cl (stereo not given)	-2.1%	-2.6%	0.7%	1.3%	0.1%	8.7%	-2.4%	3.0%	-22.6%	2.1%	-15.2%
